From PubChem
STK33 inh – STK33 kinase inhibitors, primary screen, biochemical, luminescence, ADP-Glo, MBP substrate | Serine/threonine-protein kinase 33 (Homo sapiens), Q9BYT3 | inhibition, % at 12.5 µM | 0.44% of 27,000 active; in the data active = inhibition above about 20%; inconclusive = no clear call, values can overlap the other calls
Target sequence (Q9BYT3 whole entry, looked up): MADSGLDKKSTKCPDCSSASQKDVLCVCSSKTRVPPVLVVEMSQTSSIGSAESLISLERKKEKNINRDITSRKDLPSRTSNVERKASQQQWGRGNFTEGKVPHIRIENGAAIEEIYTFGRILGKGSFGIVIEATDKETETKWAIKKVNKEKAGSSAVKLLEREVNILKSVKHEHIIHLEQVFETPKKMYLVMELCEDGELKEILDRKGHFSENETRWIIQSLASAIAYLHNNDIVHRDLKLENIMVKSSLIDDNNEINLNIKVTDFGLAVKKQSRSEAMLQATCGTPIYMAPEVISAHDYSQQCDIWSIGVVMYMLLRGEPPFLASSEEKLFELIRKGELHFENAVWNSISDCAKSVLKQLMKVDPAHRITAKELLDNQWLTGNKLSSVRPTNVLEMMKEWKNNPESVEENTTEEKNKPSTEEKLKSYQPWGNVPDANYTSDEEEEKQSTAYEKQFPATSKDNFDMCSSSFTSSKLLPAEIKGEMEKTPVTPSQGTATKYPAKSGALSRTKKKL
p53 PUMA act – mutant p53 pathway re-activators, primary screen, cell-based, SW480, luciferase, single point, HTS; activation, % at 9.98 µM; SW480 PUMA-promoter luciferase, p53 mutant reactivation; AID 624151, 2012; 1.5% of 28,000 active; in the data active = activation above about 52%; inconclusive = no clear call, values can overlap the other calls
Starred values were filed as active, the others as inactive; ? = inconclusive; . = no result given. Not all compounds are listed; count on the stated rates, not on these rows.

Molecule | STK33 inh | p53 PUMA act
C[C@H]1CN([C@@H](C)CO)C(=O)c2cc(-c3cccc(C(=O)N(C)C)c3)cnc2O[C@H]1CN(C)S(=O)(=O)c1cccc(F)c1 | . | 16
COCC(C)NCc1ccc(OC)c(OC)c1OC (configuration not stated) | 4 | -8
C[C@@H]1CN([C@@H](C)CO)C(=O)c2cc(NC(=O)CCN3CCOCC3)ccc2O[C@@H]1CN(C)S(=O)(=O)c1ccc(F)cc1 | . | 8
C=C1CCC(C)C(C)(CCC2=CCOC2=O)C/C=C\C=C/1C(=O)O (configuration not stated) | 2 | 7
COc1cc(O)c(CC=C(C)C)cc1C(=O)/C=C/c1ccc(O)c(CC=C(C)C)c1 | 0 | -12
Cc1ccc(S(=O)(=O)Nc2ccc3c(c2)CC(=O)N([C@@H](C)CO)C[C@@H](C)[C@@H](CN(C)S(=O)(=O)c2cccs2)O3)cc1 | -1 | .
CC(=O)OC[C@H]1O[C@@H](Oc2c(-c3ccc(O)cc3)oc3cc(O)cc(O)c3c2=O)[C@H](O)[C@@H](O)[C@@H]1O | 2 | -11
C[C@@H]1CN([C@@H](C)CO)C(=O)Cc2cc(NC(=O)Nc3ccc(F)cc3)ccc2O[C@@H]1CN(C)Cc1ccc2c(c1)OCO2 | . | 0
COC(=O)CCC(=O)Nc1ccc(C(N)=O)cc1 | -2 | 1
C[C@@H]1CN([C@@H](C)CO)C(=O)Cc2cc(NC(=O)Nc3cccc4ccccc34)ccc2O[C@@H]1CN(C)C(=O)NC1CCCCC1 | 3 | 14
C[C@@H]1CN([C@H](C)CO)C(=O)Cc2cc(NS(=O)(=O)c3cccs3)ccc2O[C@@H]1CN(C)S(=O)(=O)c1cn(C)cn1 | -1 | .
CC(C)NC(=O)Nc1ccc2c(c1)C(=O)N([C@@H](C)CO)C[C@H](C)[C@H](CN(C)S(=O)(=O)c1cn(C)cn1)OCCCC[C@@H](C)O2 | . | 0
COc1c(Br)cc2c(cc(C)n2-c2ccccc2)c1OCC(O)CNC(C)C (configuration not stated) | 1 | -8
C[C@@H]1CN([C@H](C)CO)C(=O)c2cc(NC(=O)Nc3ccc4c(c3)OCO4)ccc2O[C@@H]1CN(C)Cc1ccc(C(=O)O)cc1 | -2 | 7
COc1ncnc(OC)c1C | 2 | .
CCCN(C)C[C@H]1Oc2cc(C#CCOC)ccc2S(=O)(=O)N([C@@H](C)CO)C[C@H]1C | . | -4
Cc1noc(C)c1NC(=O)N(C)C[C@@H]1Oc2c(NC(=O)C3CCOCC3)cccc2C(=O)N([C@@H](C)CO)C[C@H]1C | . | -2
Cc1noc(C)c1NC(=O)Nc1ccc2c(c1)CC(=O)N([C@@H](C)CO)C[C@@H](C)[C@@H](CN(C)S(=O)(=O)c1ccc(F)cc1)O2 | -2 | .
CC(C)CC#Cc1ccc2c(c1)O[C@H](CN(C)C(=O)CN(C)C)[C@@H](C)CN([C@@H](C)CO)S2(=O)=O | . | -16
C[C@H]1CN([C@@H](C)CO)C(=O)CCCn2cc(nn2)CO[C@@H]1CN(C)C(=O)NC1CCCC1 | 6 | .
COc1ccc(S(=O)(=O)Nc2ccc3c(c2)CC(=O)N([C@H](C)CO)C[C@@H](C)[C@@H](CN(C)Cc2ccncc2)O3)cc1 | -2 | .
C[C@H](CO)N1C[C@H](C)[C@H](CN(C)C(=O)NC2CCCCC2)Oc2c(NS(=O)(=O)c3ccccc3)cccc2C1=O | . | -4
CNC[C@H]1Oc2ccc(N(C)C)cc2CC(=O)N([C@@H](C)CO)C[C@@H]1C | 7 | 0
CC1(CO)CC(=O)CC2(C)C3=C(CCC12)C(=O)OC3 (configuration not stated) | 0 | -2
Cc1ccc(S(=O)(=O)Nc2ccc3c(c2)CC(=O)N([C@@H](C)CO)C[C@@H](C)[C@@H](CN(C)Cc2ccc(-c4ccccc4)cc2)O3)cc1 | 9 | .
CCCC(=O)c1ccc(OCc2nc3ccccc3[nH]2)cc1 | 1 | -23
Cc1cc2c(=O)n(Cc3ccco3)c(SCC(=O)N3CCc4ccccc43)nc2s1 | 3 | -4
COc1ccc([N+](=O)[O-])cc1NC(=O)CN(C)S(=O)(=O)c1ccc(C)cc1 | 2 | -2
O=C(Cn1ccc([N+](=O)[O-])n1)Nc1cc(Cl)cc(Cl)c1 | 1 | 13
COc1ccc(NC(=O)Nc2cccc3c2O[C@H](CN(C)C)[C@@H](C)CN([C@@H](C)CO)C3=O)cc1 | . | 35

Given with two lines to a compound: part of the list above.
Values run as follows: STK33 inh, p53 PUMA act
Cc1noc(C)c1NC(=O)Nc1ccc2c(c1)CC(=O)N([C@@H](C)CO)C[C@@H](C)[C@@H](CN(C)S(=O)(=O)c1ccc(F)cc1)O2
    -2, .
CC(C)CC#Cc1ccc2c(c1)O[C@H](CN(C)C(=O)CN(C)C)[C@@H](C)CN([C@@H](C)CO)S2(=O)=O
    ., -16
C[C@H]1CN([C@@H](C)CO)C(=O)CCCn2cc(nn2)CO[C@@H]1CN(C)C(=O)NC1CCCC1
    6, .
COc1ccc(S(=O)(=O)Nc2ccc3c(c2)CC(=O)N([C@H](C)CO)C[C@@H](C)[C@@H](CN(C)Cc2ccncc2)O3)cc1
    -2, .
C[C@H](CO)N1C[C@H](C)[C@H](CN(C)C(=O)NC2CCCCC2)Oc2c(NS(=O)(=O)c3ccccc3)cccc2C1=O
    ., -4
CNC[C@H]1Oc2ccc(N(C)C)cc2CC(=O)N([C@@H](C)CO)C[C@@H]1C
    7, 0

Continuation.
Molecule | STK33 inh | p53 PUMA act
COc1ccc(OC)c(S(=O)(=O)N(C)CC(=O)N2CCOCC2)c1 | -2 | 3
COCCOC(=O)N1C(=O)[C@@]2(c3cc(C#CC4(O)CCCCCC4)ccc31)[C@H](C(=O)N1CCN(c3ncccn3)CC1)[C@H]1C(=O)O[C@H](c3ccccc3)[C@H](c3ccccc3)N1[C@@H]2c1ccccc1OCCO | 6 | .
COC(=O)C(CC#Cc1ccc2c(c1)[C@]1(C(=O)N2)[C@H](c2ccc(OCCO)cc2)N2[C@H](c3ccccc3)[C@H](c3ccccc3)OC(=O)[C@H]2[C@@H]1C(=O)NC[C@H](O)c1ccccc1)C(=O)OC | 11 | .
C[C@@H]1CN([C@@H](C)CO)C(=O)c2cc(NC(=O)NC3CCCCC3)ccc2O[C@H]1CN(C)S(=O)(=O)c1cn(C)cn1 | . | -2
C[C@@H]1CN([C@H](C)CO)S(=O)(=O)c2ccc(C#Cc3ccc(F)cc3)cc2O[C@@H]1CN(C)S(=O)(=O)c1cn(C)cn1 | . | -9
Cc1cc(C)n2nc(SCC(=O)Nc3cccc(C(F)(F)F)c3)nc2n1 | 4 | -25
C[C@@H]1CN([C@H](C)CO)C(=O)Cc2cc(NS(=O)(=O)c3cccs3)ccc2O[C@@H]1CN(C)Cc1ccccc1 | -2 | 6
C[C@@H]1CN([C@@H](C)CO)C(=O)CCCn2cc(nn2)CO[C@H]1CN(C)C(=O)Nc1cccc(Oc2ccccn2)c1 | -5 | 0
C[C@H](CO)N1C[C@H](C)[C@@H](CN(C)C(=O)Nc2ccc(C(F)(F)F)cc2)Oc2ccc(NC(=O)Nc3ccccc3)cc2CC1=O | . | -15
Cc1noc(C)c1NC(=O)Nc1ccc2c(c1)CC(=O)N([C@H](C)CO)C[C@@H](C)[C@H](CN(C)Cc1ccc3c(c1)OCO3)O2 | 2 | .
COc1ccc(C(O)c2nccn2Cc2ccccc2)cc1OC (configuration not stated) | . | -22
Cc1ccccc1-c1ccc2c(c1)O[C@@H](CN(C)C(=O)Nc1ccc(F)cc1)[C@@H](C)CN([C@@H](C)CO)S2(=O)=O | . | -9
CNC[C@@H]1Oc2c(NC(=O)Nc3ccccc3)cccc2C(=O)N([C@H](C)CO)C[C@H]1C | . | 6
O=C(CSc1nnc(-c2ccccc2)n1-c1ccccc1)Nc1ccccc1C(F)(F)F | 1 | 5
CC(C)c1cnc(NC(=O)Cc2ccccc2)s1 | 3 | 118*
COc1cccc(C2CC(=O)NC(SCC(=O)Nc3ccccc3Cl)=C2C#N)c1OC (configuration not stated) | -3 | 3
C[C@H](CO)N1C[C@H](C)[C@@H](CN(C)S(=O)(=O)c2cn(C)cn2)Oc2ccc(N(C)C)cc2C1=O | . | -3
COc1cc(OC)c(C2=NOC(C(=O)Nc3cnn(C45CC6CC(CC(C6)C4)C5)c3)C2)cc1Cl (configuration not stated) | 2 | 8
COc1ccc(C(=O)NCCCSc2nc(C(C)(C)C)cc(C(F)(F)F)n2)cc1 | -2 | 16
C[C@H](CO)N1C[C@H](C)[C@@H](CN(C)C(=O)c2cc(-c3ccccc3)on2)OCc2cn(nn2)CCCC1=O | 0 | 5
Cc1ccc(-c2nnc(SCC(=O)Nc3ccc(Br)cc3C(C)C)o2)cc1 | 6 | 13
C[C@@H]1CN([C@@H](C)CO)C(=O)CCCn2nncc2CO[C@@H]1CN(C)S(=O)(=O)c1ccc(-n2cccn2)cc1 | 11 | .
CCOc1ccc(NC(=O)CSc2n[nH]c(-c3ccc(Cl)cc3)n2)cc1 | -4 | -2
C[C@H]1CN([C@@H](C)CO)C(=O)Cc2cc(N(C)C)ccc2O[C@@H]1CN(C)S(=O)(=O)c1ccc(Cl)cc1 | 3 | .
O=C(CN1C(=O)c2ccccc2C1=O)Oc1ccc(C(=O)Nc2ccccc2)cc1 | 0 | 37
C[C@@H]1CCCCO[C@@H](CN(C)C(=O)Nc2ccccc2)[C@H](C)CN([C@@H](C)CO)C(=O)c2cc(NC(=O)Nc3cccc4ccccc34)ccc2O1 | . | -18
CC(C)NC(=O)Nc1ccc2c(c1)CC(=O)N([C@H](C)CO)C[C@H](C)[C@H](CN(C)CC1CC1)O2 | 0 | 0
O=C(OCCN1CCOCC1)C1(c2ccccc2)CCCCC1 | . | -14
CCCc1c(OCC(O)COc2ccc3c(=O)cc(C(=O)O)oc3c2CCC)ccc(C(C)=O)c1O (configuration not stated) | . | 15
O=C(O)c1cccc(COc2ccc(CO)cc2Cl)c1 | -4 | -87

Grouped by structure, those above with a nitro group on carbon (2)
Molecule | STK33 inh | p53 PUMA act
COc1ccc([N+](=O)[O-])cc1NC(=O)CN(C)S(=O)(=O)c1ccc(C)cc1 | 2 | -2
O=C(Cn1ccc([N+](=O)[O-])n1)Nc1cc(Cl)cc(Cl)c1 | 1 | 13

More entries
Molecule | STK33 inh | p53 PUMA act
C[C@@H]1CCCCO[C@H](CN(C)C(=O)Nc2ccccc2)[C@@H](C)CN([C@H](C)CO)C(=O)c2cc(NC(=O)Nc3cccc4ccccc34)ccc2O1 | 1 | .
COc1ccc(NC(=O)Nc2cccc3c2O[C@H](CN(C)S(=O)(=O)c2cccs2)[C@@H](C)CN([C@H](C)CO)C3=O)cc1 | -7 | 3
C[C@H]1CN([C@@H](C)CO)C(=O)Cc2cc(NS(C)(=O)=O)ccc2O[C@H]1CN(C)S(C)(=O)=O | -1 | .
C[C@H]1CN([C@@H](C)CO)C(=O)c2cc(NS(=O)(=O)c3cn(C)cn3)ccc2O[C@H]1CN(C)S(=O)(=O)c1ccccc1 | 0 | .
COC(=O)/C(C#N)=C1\NC(C)=NC(SC)=C1C#N | . | 10
C[C@@H]1CCCCO[C@@H](CN(C)C(=O)CCCN(C)C)[C@H](C)CN([C@H](C)CO)C(=O)c2cc(NC(=O)Cc3ccccc3)ccc2O1 | . | 6
C[C@H]1CN([C@@H](C)CO)C(=O)CCCn2nncc2CO[C@H]1CN(C)C(=O)Nc1cccc2ccccc12 | -1 | .
C[C@@H]1CN([C@@H](C)CO)C(=O)c2cc(NC(=O)C3CCCCC3)ccc2O[C@@H](C)CCCCO[C@@H]1CN(C)C(=O)Nc1ccccc1 | . | -7
CCn1c(SCC(=O)Nc2cccc(SC)c2)nnc1-c1cc2cc(Br)ccc2o1 | 2 | -5
COc1ccc(CN(C)C[C@@H]2Oc3ccc(NC(=O)Nc4c(C)noc4C)cc3CC(=O)N([C@@H](C)CO)C[C@@H]2C)cc1 | 1 | 12
CS(=O)(=O)N(CC(=O)Nc1ccc(C(F)(F)F)cc1)c1cccc(C(F)(F)F)c1 | -1 | -10
C[C@H](CO)N1C[C@H](C)[C@@H](CN(C)S(=O)(=O)c2ccccc2)OCCCC[C@H](C)Oc2ccc(NC(=O)CCC(F)(F)F)cc2C1=O | . | -4
C[C@@H]1CN([C@@H](C)CO)C(=O)c2cc(NC(=O)c3ccncc3)ccc2O[C@@H]1CN(C)C(=O)Nc1ccc(F)cc1 | . | 3
CCOc1ccc(NC(=O)C(C)n2nc([N+](=O)[O-])c(Br)c2C)cc1 (configuration not stated) | -3 | 4
CCOc1ccc(C(=O)CSc2nnc(-c3ccncc3)n2-c2ccc(C)cc2)cc1 | 0 | 22
CCCNC(=O)N(C)C[C@H]1Oc2cc(C#CC(C)(C)O)ccc2S(=O)(=O)N([C@@H](C)CO)C[C@H]1C | . | -9
CCN(CC)S(=O)(=O)c1ccc(Cl)c(C(=O)Oc2ccc(C)cc2-n2nc3ccccc3n2)c1 | . | ?
C[C@@H]1CCCCO[C@H](CN(C)S(=O)(=O)c2cccs2)[C@@H](C)CN([C@H](C)CO)C(=O)c2cc(NS(=O)(=O)c3cccs3)ccc2O1 | 2 | 1
O=c1[nH]c(NCCCO)nc2c1C1(CCCC1)Cc1ccccc1-2 | 5 | 7
COc1cccc(NC(=O)N(C)C[C@H]2OCc3cnnn3CCCC(=O)N([C@@H](C)CO)C[C@H]2C)c1 | 8 | 8
Cc1c(Cl)cccc1NC(=O)CNC(=O)c1ccco1 | 7 | -10
C[C@H]1CCCCO[C@H](CN(C)Cc2ccccc2)[C@@H](C)CN([C@@H](C)CO)C(=O)c2cc(NC(=O)Nc3ccc(F)cc3)ccc2O1 | . | -7
COc1ccccc1S(=O)(=O)N(C)C[C@H]1OCc2cn(nn2)CCCC(=O)N([C@@H](C)CO)C[C@@H]1C | -10 | .
C[C@@H]1CN([C@@H](C)CO)S(=O)(=O)c2ccc(C#Cc3ccccc3F)cc2O[C@@H]1CN(C)C(=O)c1ccc2c(c1)OCO2 | . | -43
Cc1ccc(CCC(=O)Nc2cc(Cl)ccc2Cl)o1 | -2 | 40
